# Lipid storage S3 = qHTS Assay for Lipid Storage Modulators in Drosophila S3 Cells | Drosophila S3 cells, BODIPY lipid droplet fluorescence, 18-24 h; cells fed with added oleic acid | Potency in µM for hits, for the others lipid storage change, negative = inhibition, % at the top dose, mostly 46.1 µM | AID 2685 | actives 0.64% (n = 320,000); active = well fitted inhibition curve with a large enough effect in the signal ratio, with a control signal flat, not every such curve was filed as active; inconclusive = small, poorly fitted or top-dose-only effect, or effect the other way, or a change in a side signal; the % refers to the signal ratio
#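 Laser-scanning cytometry quantifies lipid droplet accumulation (500–530 nm total intensity; droplet/cell object ratio) in oleic acid-fed (400 uM added) Drosophila S3 cells treated with a concentration series. 20 uM Triacsin C defined 100% inhibition.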
# Lipid storage S3 cell count max = also measured in Lipid storage S3; calls as there; cell number change, %; measured here: cell count max response;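 cells counted by Cell Tracker Red CMTPX staining in the red channel; peak over a dose series mostly up to 46.1 µM; percent activity relative to internal control wells on each plate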
# Active calls of the source: *; i = inactive; ? = inconclusive; nt = not tested or not shown; & = joins results of further samples. % is scaled to controls: 0 for no effect and ±100 for the full control effect; potency is read from the fitted curve at half-maximal effect. An excerpt (hit frequency here may not be typical).
SMILES,Lipid storage S3,Lipid storage S3 cell count max
CCO[C@H]1OC(C(=O)N2CCOCC2)=C[C@@H](c2ccccc2)[C@@H]1CCCO,-8%,3
O=C(Nc1ccc2c(c1)OCO2)c1cc2n(n1)C(C(F)(F)F)CC(c1ccccc1)N2 (stereo not given),?,nt
COc1ccc2[nH]c3c(=O)n(N)c(=O)[nH]c3c2c1,?,nt
COc1ccc(C(=O)OCC(=O)Nc2ccc(F)cc2F)cc1OC,-14%,-12
Cc1cc(C)[n+](-c2ccc(Oc3ccccc3)c(S(=O)(=O)[O-])c2)[nH]1,?,nt
C/C(=N/NC(=O)c1cccs1)c1c(C)[nH]n(-c2nc3ccccc3s2)c1=O,?,nt
Cc1c(N=Cc2cccnc2)c(=O)n(-c2ccccc2)n1C,1%,7
CCCOc1ccc(N2C(=O)CC(N(Cc3ccc(OC)cc3)C(=S)Nc3ccccc3)C2=O)cc1 (stereo not given),0%,2
Oc1ccc(/C=N/N2CCN(C3c4ccccc4-c4ccccc43)CC2)cc1,?,nt
CCN(CC)S(=O)(=O)c1cc(NC(=O)C(C)N2CCN(c3ccccn3)CC2)ccc1C (stereo not given),?,nt
Cc1ccc(NC(=O)CN(C)CC(=O)N(CC(C)C)c2c(N)n(CC(C)C)c(=O)[nH]c2=O)c(C)c1,?,nt
Cc1onc(-c2c(F)cccc2Cl)c1C(N)=S,?,nt
CCOC(=O)C1(Cc2cccc(OC)c2)CCN(CCO)CC1,?,nt
Cc1cc(C)cc(N2C(=O)CC(Cn3nc(C)cc3C)C2=O)c1 (stereo not given),-7%,nt
CC(=C\c1ccccc1)/C=C1/SC(=S)N(CCCC(=O)O)C1=O,i,nt
Cn1c(=O)cc(Cl)[nH]c1=O,?,nt
CCOc1ccc(NC(=O)C(=S)NC2CCCCC2)cc1,7%,15
COc1cc(CCC(=O)Nc2ccc(C)c(S(=O)(=O)N(C)C)c2)cc(OC)c1OC,?,nt
CCOC(=O)C(=Cc1ccc(Br)cc1)C(=O)OCC,?,nt
CC(C)CCC[C@@H](C)[C@H]1CC[C@H]2[C@@H]3C(=O)C=C4C[C@@H](O)CC[C@]4(C)[C@H]3CC[C@]12C,?,nt
COc1ccc(/C=N/n2c(=O)[nH]c3c([nH]c4ccc(C)cc43)c2=O)cc1CN1CCOCC1,?,nt
COc1ccc(CC(=O)Nc2ccc(S(=O)(=O)NC(C)C)cc2)cc1,i,-27
COc1cc(/C=C(\C#N)c2nn(CCO)c(N)c2C#N)cc(OC)c1OC,?,nt
COc1ccc(COC(=O)C2=C(C)NC(=O)NC2c2cccc(Br)c2)cc1 (stereo not given),?,nt
COc1ccc(-c2cc(C(=O)Nc3ccc(C(N)=O)cc3)c3ccccc3n2)cc1OC,?,nt

# More results follow.
SMILES,Lipid storage S3,Lipid storage S3 cell count max
CN(CC(=O)Nc1ccccc1Cl)C(=O)c1ccccc1SCC(=O)N1CCCC1,?,nt
O=C1N/C(=N/N=C/c2ccc(F)cc2)SC1c1ccccc1 (stereo not given),?,nt
CCN(CC)C(=O)C1CCCN(C(=O)CCn2nnnc2CN2CCOCC2)C1 (stereo not given),2%,-5
Cc1ccccc1CNC(=O)c1ccccc1SCC(=O)NCc1ccco1,?,nt
CCOc1ccccc1CNCC1CCCO1 (stereo not given),-23%,-9
O=C1CCCCCN1Sc1ccccc1,?,nt
CC(=O)OCC(=O)Nc1c(C)cccc1C,1%,10
CN(C(=O)COC(=O)c1cc(S(=O)(=O)N2CCCCC2)ccc1N1CCOCC1)C1CCS(=O)(=O)C1 (stereo not given),-7%,1
COc1ccc2cc(C#N)c(NC(C)C)nc2c1,?,nt
CCn1c(SCC(=O)Nc2nc3ccccc3s2)nnc1-c1ccc(OC)cc1,?,nt
CCc1ccc(N2C(=O)CC(N(CC3CCCO3)C(=O)/C=C/C(=O)O)C2=O)cc1 (stereo not given),?,nt
CS(=O)(=O)c1ccc2nc(NC(=O)C3CC(=O)N(c4ccccc4)C3)sc2c1 (stereo not given),?,nt
CCOC(=O)CNC(=O)C1COc2ccccc2O1 (stereo not given),?,nt
O=C(OCC(=O)c1cccs1)c1ccc([N+](=O)[O-])o1,-15%,nt
Cc1cc(Cl)n2c(nc3ccccc32)c1C#N,?,nt
COc1cc(CCC(=O)NCc2ccc(Cl)cc2)cc(OC)c1OC,1%,2
COc1ccccc1C(=O)NCC(c1cccnc1)N(C)C (stereo not given),?,nt
Cc1cc(Cl)c(S(=O)(=O)NC2CCCC2)cc1OCC(N)=O,-15%,15
O=C(CCNc1n[nH]c(=O)[nH]c1=O)N1CCOCC1,-3%,-3
COCCN1C(=O)c2cc(C(=O)Nc3ccc(C)c(F)c3)ccc2C1Nc1ccc(C)c(F)c1 (stereo not given),-8%,-25
O=S(=O)(c1ccccc1)N1CCCN(S(=O)(=O)c2ccccc2)CC1,9%,2
C[C@H]1O[C@H]1P(=O)(O)O,1%&0%,-9&16
COc1cc(C(=O)NNC(=O)c2ccc(NC(=O)C(C)(C)C)cc2)cc(OC)c1OC,-7%,-12
COc1ccc(-c2csc3ncnc(N4CCN(c5cccc(Cl)c5)CC4)c23)cc1,-15%,-1
COc1ccc(-c2cc(C(=O)OCC(=O)Nc3ccc4c(c3)OCO4)c3ccccc3n2)cc1,-9%,-16

# Other entries follow.
SMILES,Lipid storage S3,Lipid storage S3 cell count max
Cc1ccc(-n2cnc(=O)c3cccnc32)cc1,-18%,nt
CCN(CC)c1nc2cc(OC)ccc2cc1C#N,3%,nt
CCOC(=O)c1c(NC(=S)Nc2ccccc2C)sc2c1CCC2,-3%,18
CN(c1ccccc1)S(=O)(=O)c1cccc(NC(=O)CSc2nncn2C)c1,?,nt
Nc1ccc(-c2sc(N)nc2-c2ccccc2)cc1,?,nt
C=CCOc1ccc2ccccc2c1CNn1cn[nH]c1=S,i,11
COc1cc(OC)cc(C2=NC3(CCC(C)CC3)NC2=S)c1 (stereo not given),-8%,-17
Cc1[nH]c(C)c(S(=O)(=O)NCc2ccc(OC(C)C)cc2)c1C(=O)N1CCCC1,?,nt
Cc1ccccc1NC(=O)CS(=O)(=O)c1cn(CC(=O)N2CCOCC2)c2ccccc12,?,nt
C=CCC(=O)NC1CC(C)(C)Cc2c1cnn2-c1ccccc1C (stereo not given),?,nt
COc1ccccc1NS(=O)(=O)c1cc(NC(=O)c2ccc(Cl)nc2)ccc1Cl,?,nt
COc1ccc(CCNC(=O)CN2CCN(Cc3ccc(F)cc3)C2=O)cc1OC,-5%,-10
CCn1c(=O)c2c3c(sc2n2cnnc12)CCC3,?,nt
Cc1ccc(S(=O)(=O)NCC(=O)OCc2ccccc2Br)cc1,15%,-6
CCCN(Cc1cc2cc(C)ccc2[nH]c1=O)S(C)(=O)=O,?,nt
CCOc1ccc(C(=O)N(CN2CCCC2=O)c2ccccc2)cc1,-5%,-7
Clc1ccccc1OCc1nnc(-c2ccccc2Br)o1,?,nt
O=C(Nc1ccc(S(=O)(=O)N2CCCC2)cc1)c1ccc(CN2CCc3ccccc3C2)cc1,?,nt
COc1ccc(-c2nc3ncccn3c2Nc2ccccc2)cc1,?,nt
Cc1ccc(NC(=O)NNC(=O)C2CCN(Cc3ccc(F)cc3Cl)CC2)cc1,-10%,-1
CCCCc1nc(C(N)=O)c2[nH]c(=O)n(-c3ccc(OC)cc3OC)c2n1,?,nt
Oc1c(-c2cc(-c3ccco3)[nH]n2)ccc2ccccc12,?,nt
O=C(NC1CCCCC1)N1CCc2ccccc21,24%,-12
Cc1ccnc2nc(C(=O)Nc3cc(Cl)ccc3N3CCOCC3)nn12,?,nt
CCCCN(C)C1CCN(C(=S)Nc2ccc(OCC)cc2)CC1,2%,16

# (next part)
SMILES,Lipid storage S3,Lipid storage S3 cell count max
CCn1c(COc2ccccc2Cl)nnc1SCC(=O)Nc1ncccc1C,-2%,0
Cc1ccc(NCc2n[nH]c(=S)n2Cc2ccccc2)cc1Cl,?,nt
O=C(Nc1ccc(C(=O)NN2C(=O)c3ccccc3C2=O)cc1)c1ccccc1,-20%,nt
Cc1cccc(-c2nnc(-c3ccccc3)o2)c1,?,nt
CCCCNC(=O)Cn1c(=O)c2c(ncn2CCC(C)C)n(Cc2ccccc2)c1=O,?,nt
N#Cc1ccc(-c2ccc(OCC(O)CN3CCCCC3)cc2)cc1 (stereo not given),2%,9
CC(C)C(Nc1ccc(C(F)(F)F)cc1[N+](=O)[O-])C(=O)O (stereo not given),?,nt
COc1cc(OC)cc(C(=O)NC2CCN(Cc3nnnn3Cc3ccc(F)cc3)CC2)c1,2%,18
CCc1ccc(N(C2C=CS(=O)(=O)C2)S(=O)(=O)c2ccc(C)cc2)cc1 (stereo not given),-17%,-15
Cc1cccc(C)c1OCc1nc2ccccc2c(=O)n1/N=C/c1ccc(OCC(=O)O)cc1,i,0
COc1ccc(C(=O)COc2ccccc2C(=O)Nc2ccccc2)cc1,?,nt
O=C(COc1ncnc2ccccc12)Nc1cc([N+](=O)[O-])ccc1Cl,?,nt
Brc1ccc(-c2csc(/N=C/N3CCCC3)n2)cc1,?,nt
COc1cc(/C=C2/C(=N)N3C(c4ccccc4)=CSC3=NC2=O)ccc1OCC(=O)O,30%,nt
CC(=O)NN=C1CCC(c2ccccc2)CC1 (stereo not given),0%,2
Cc1cccc(NC(=S)N2N=CCC2c2ccccc2)c1 (stereo not given),?,nt
COc1cccc(CNC(=O)c2ccccc2-c2ccccc2)c1,?,nt
Cc1ccc2c(c1)CCCN2C(=O)NC1CCCCC1,-1%,-5
Cc1cc(C)nc(N/N=C/c2cc(C)n(CC(F)(F)F)c2C)n1,?,nt
Cc1nc(Nc2ccc3c(c2)OCCO3)c2oc3ccccc3c2n1,?,nt
CCOC(=O)COC(=O)c1ccc(O)cc1,?,nt
CNC(C)c1ccc(S(N)(=O)=O)cc1 (stereo not given),?,nt
Cc1nn(CC(C)C)c2sc(C(=O)NC3CC(C)(C)NC(C)(C)C3)cc12,i,-9
C/C(=N\NC(=O)CC1N=C(Cc2ccccc2)NNC1=O)c1ccc(C)cc1 (stereo not given),1%,-17
COC(=O)c1sccc1NC(=O)Nc1ccc(OC)cc1,i,-5

# Record cards, from the list above. Screens in order: Lipid storage S3, Lipid storage S3 cell count max
# C=CCOc1ccc2ccccc2c1CNn1cn[nH]c1=S reads i, 11
# CC(C)C(Nc1ccc(C(F)(F)F)cc1[N+](=O)[O-])C(=O)O (stereo not given) reads ?, nt
# CCOC(=O)C1(Cc2cccc(OC)c2)CCN(CCO)CC1 reads ?, nt
# Brc1ccc(-c2csc(/N=C/N3CCCC3)n2)cc1 reads ?, nt
# CCOC(=O)c1c(NC(=S)Nc2ccccc2C)sc2c1CCC2 reads -3%, 18

# Some of these compounds in order of molecular weight, lowest first:
SMILES,Lipid storage S3,Lipid storage S3 cell count max
CCOC(=O)COC(=O)c1ccc(O)cc1,?,nt
Cc1cc(C)nc(N/N=C/c2cc(C)n(CC(F)(F)F)c2C)n1,?,nt
C/C(=N\NC(=O)CC1N=C(Cc2ccccc2)NNC1=O)c1ccc(C)cc1 (stereo not given),1%,-17
CCn1c(COc2ccccc2Cl)nnc1SCC(=O)Nc1ncccc1C,-2%,0

# The listing continues.
SMILES,Lipid storage S3,Lipid storage S3 cell count max
CC1CN(S(=O)(=O)c2ccc(Cl)c(S(=O)(=O)N3CC(C)OC(C)C3)c2)CC(C)O1 (stereo not given),?,nt
Cn1ccnc1SCc1cn2ccccc2n1,?,nt
Cc1ccccc1Nc1c(-c2ccccc2)nc2ncccn12,?,nt
CCN(CC)c1ccc(/C=N/NC(=O)c2ccc3nc[nH]c3c2)c(O)c1,?,nt
COc1ccc(OCCSc2nc(N)cc(N)n2)cc1,?,nt
COc1ccc(-c2ccc(-c3nc4ccc(C)cn4c3NC3CCCCC3)cc2OC)cc1,?,nt
Cn1c2ccccc2c(=O)c2cc(C#Cc3ccc(N)cc3)ccc21,?,nt
Cc1cc2ccccc2nc1Br,15%,1
Cc1cc(OCC(=O)NNC(=S)NC(=O)c2cccs2)ccc1Cl,?,nt
CCOc1ccc(Nc2nc(NCCN3CCOCC3)nc(OC)n2)cc1,?,nt
COc1cc(O)oc1C=Nc1ccc(Cl)cc1,?,nt
O=C(/C=C/c1ccccc1)N1CCOCC1,-1%,nt
Cc1ccc(NC(=O)CSc2nnc(-c3cccnc3)o2)c(C)c1,i,-14
O=c1nc(-c2ccccc2)c2ccccc2[nH]1,?,nt
COc1ccc(/C=N/NC(=O)c2cccnc2)cc1CN1CCCc2ccccc21,-2%,-18
Cc1ccc(NC(=O)CSc2nc3ccccc3c3nc4ccccc4n23)cc1,?,nt
Cc1cc(Cl)ccc1OCCCC(=O)N1CCOCC1,?,nt
CCN1CCN(CC(O)COC(c2ccccc2)c2ccccc2C)CC1 (stereo not given),-25%,21
COc1ccc(C2C(Oc3ccccc3)C(=O)N2c2cc(C)ccc2C)cc1OC (stereo not given),4%,-2
O=C(NCc1cccs1)C1CCN(S(=O)(=O)N2CCCC2)CC1,16%,1
O=C(Nc1cccc(F)c1)c1cc(S(=O)(=O)N2CCOCC2)ccc1N1CCCC1,?,nt
O=C(NC1CCCCC1)c1ccc(S(=O)(=O)c2ccccc2Cl)c([N+](=O)[O-])c1,?,nt
COc1ccc(CCNC(=O)C2CCN(Cc3nc(-c4ccccc4F)oc3C)CC2)cc1OC,-13%,-17
O=C(COc1ccccc1)NCCn1ccc2ccccc21,5%,2
CCOC(=O)NC(=O)CSc1nnnn1-c1ccccc1,?,nt
COc1cccc(C2C(C(C)=O)=C(O)C(=O)N2Cc2ccco2)c1 (stereo not given),-2%,9
CNNC(=S)Nc1cccc(SC)c1,3%,2
Cc1ccc(S(=O)(=O)CCC(=O)OCC(=O)c2cc(C)ccc2C)cc1,25%,24

# From PubChem
